Screens from PubChem BioAssay.
p53ts 32C tox: kills p53ts cells at the permissive temperature; H1299-p53A138V at 32C, ATP luminescence viability, 24 h; Potency, µM (top dose mostly 46.1 µM), for inactives: top-dose activity change, negative = cytotoxicity, most hits filed as cytotoxic; 130,000 tested, 0.93% active;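 note: 0% = DMSO and -100% = full killing by reference compound; nearly all actives have a fitted effect of over 55% in size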
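ATP-content luminescence (ATPlite) read-out after 24 h compound exposure at 32C in H1299-p53A138V cells (600/well). Tested up to 46 uM. Normalized to DMSO (0%) and 100 uM tamoxifen (100% killing); Hill-fit AC50.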
Imprint erasure: inducers of genomic imprint erasure in mouse ES cells; mouse ES Peg3-LacZ reporter, beta-gal luminescence, 40 h; Potency, µM (highest dose often 60.7 µM), without a hit: at the top dose activity change, positive = activation, actives largely listed as activators; 110,000 tested, 0.02% active;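 note: 0% = negative control wells on the plate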
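Gelatin-coated wells received 300 freshly trypsinized female ES cells with a Peg3LacZ-Neo reporter on the maternal allele, then incubated 40 hours at 37C. BetaGlo was added for 5 minutes at room temperature before a single luminescence read.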
p53ts 39C kill: cytotoxicity in p53ts cells at nonpermissive temperature | Potency, µM (doses to about 46.1 µM), inactives show at the highest dose activity change, negative = cell killing, usual class: cytotoxic | 130,000 tested, 1.5% active | H1299-p53A138V viability at 39C, ATP luminescence, 24 h; note: nearly all actives have a fitted effect of over 55% in size
IkB signaling: suppresses IkB signaling in ABC-DLBCL reporter cells. AID 445. ABC-DLBCL IkBa-CBG/CBR dual luciferase ratio, 4 h; response scale: scaled: untreated 0%, proteasome inhibitor 100%. Potency, µM (titrated, usually from 57.1 µM), for the others: at the highest dose IkBa stabilization activation. 110,000 tested, 0.04% active; active = well fitted curve in the direction sought with a large enough effect in the signal ratio, not every such curve was filed as active; inconclusive = small, poorly fitted or top-dose-only effect, or a change in a side signal; the % refers to the signal ratio;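 note: the direction sought is a rising ratio; 0% = basal untreated cells and 100% = reference inhibitor full response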
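In this assay, an IκBα–CBG68 fusion accumulates when IKK-driven degradation is blocked; native CBR normalizes for cell number. OCI-Ly3 cells were treated 4 h with compound and doxycycline, then green and red light read after Chroma-Glo addition.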
An asterisk follows results filed as active; ? = inconclusive; / = no result given; [ ] = another dose, or the depositor's remark. Unless noted, calls come from the whole dose curve; as a rule, active = well fitted curve in the direction sought with a large enough effect; inconclusive = small, poorly fitted or top-dose-only effect, or another doubt; inactive = no such curve, though single readings can be large; an effect the other way counts as inactive or inconclusive. Unless noted, % is set by controls: 0 for no effect and ±100 for the full control effect; potency is the fitted concentration of half-maximal effect.

Start of the listing, in advance (14 entries):
SMILES	p53ts 32C tox	Imprint erasure	p53ts 39C kill	IkB signaling
COc1ccc(C)cc1NC(=O)NC(C)c1c(-n2cccc2)sc(C)c1C (stereo not drawn)	6%	-11%[10.9 µM]	-5%	?
CCN(CC)CCCNC(=O)c1sc2nc3n(c(=O)c2c1C)CCCCC3	10%	4%[10.9 µM]	2%	0.0%
CCN1C(=O)C(O)(c2c(C)[nH]c3ccccc23)c2ccccc21 (stereo not drawn)	9%	-5%[10.9 µM]	-5%	1.5%
Brc1ccc(C2=Nn3c(nnc3-c3ccncc3)SC2)cc1	12%	14%	8%	0.8%
Cc1cc2oc(C(=O)N(Cc3ccccc3F)C3CCS(=O)(=O)C3)c(C)c2cc1Cl (stereo not drawn)	12%	-11%[10.9 µM]	1%	?
c1ccc(-c2ccc(-c3nc(-c4ccncc4)no3)cc2)cc1	-27%	-52%[inhibitor]	-26%	-5.3%
CCOc1ccc(N(CC)S(=O)(=O)N2CCCC(C(=O)Nc3ccc(OC)c(OC)c3)C2)cc1 (stereo not drawn)	14%	-16%[10.9 µM]	-7%	-0.1%
CCc1c(C)sc(NC(=O)c2cccs2)c1C(=O)OC(C)C	13%	-11%	9%	-0.4%
Cc1cn2c(=O)cc(COc3cccc(NC(=O)c4cccc(F)c4)c3)nc2s1	-3%	-15%[10.9 µM]	-14%	?
COc1ccc(OC)c2sc(N3CCN(C(=O)C4COc5ccccc5O4)CC3)nc12 (stereo not drawn)	-5%	-7%[10.9 µM]	-11%	?
O=C(Nc1nccs1)C1CCN(S(=O)(=O)c2cnc[nH]2)CC1	0%	?	0%	0.2%
COc1cc(NS(=O)(=O)c2ccc3c(c2)CC(=O)N3)cc(OC)c1OC	10%	5%[10.9 µM]	-2%	0.0%
COc1cccc(CNC(=O)c2oc3ccc4c(c3c2C)C(=O)CC(C)(C)O4)c1OC	?	-6%[10.9 µM]	?	-0.8%
Cn1cc(S(=O)(=O)N2CCOCC2)cc1C(=O)Nc1ccc(Cl)c(C(F)(F)F)c1	-7%	12%[10.9 µM]	-10%	0.7%

Main list, from the first entry:
SMILES	p53ts 32C tox	Imprint erasure	p53ts 39C kill	IkB signaling
COc1ccc(C)cc1NC(=O)NC(C)c1c(-n2cccc2)sc(C)c1C (stereo not drawn)	6%	-11%[10.9 µM]	-5%	?
CCN(CC)CCCNC(=O)c1sc2nc3n(c(=O)c2c1C)CCCCC3	10%	4%[10.9 µM]	2%	0.0%
CCN1C(=O)C(O)(c2c(C)[nH]c3ccccc23)c2ccccc21 (stereo not drawn)	9%	-5%[10.9 µM]	-5%	1.5%
Brc1ccc(C2=Nn3c(nnc3-c3ccncc3)SC2)cc1	12%	14%	8%	0.8%
Cc1cc2oc(C(=O)N(Cc3ccccc3F)C3CCS(=O)(=O)C3)c(C)c2cc1Cl (stereo not drawn)	12%	-11%[10.9 µM]	1%	?
c1ccc(-c2ccc(-c3nc(-c4ccncc4)no3)cc2)cc1	-27%	-52%[inhibitor]	-26%	-5.3%
CCOc1ccc(N(CC)S(=O)(=O)N2CCCC(C(=O)Nc3ccc(OC)c(OC)c3)C2)cc1 (stereo not drawn)	14%	-16%[10.9 µM]	-7%	-0.1%
CCc1c(C)sc(NC(=O)c2cccs2)c1C(=O)OC(C)C	13%	-11%	9%	-0.4%
Cc1cn2c(=O)cc(COc3cccc(NC(=O)c4cccc(F)c4)c3)nc2s1	-3%	-15%[10.9 µM]	-14%	?
COc1ccc(OC)c2sc(N3CCN(C(=O)C4COc5ccccc5O4)CC3)nc12 (stereo not drawn)	-5%	-7%[10.9 µM]	-11%	?
O=C(Nc1nccs1)C1CCN(S(=O)(=O)c2cnc[nH]2)CC1	0%	?	0%	0.2%
COc1cc(NS(=O)(=O)c2ccc3c(c2)CC(=O)N3)cc(OC)c1OC	10%	5%[10.9 µM]	-2%	0.0%
COc1cccc(CNC(=O)c2oc3ccc4c(c3c2C)C(=O)CC(C)(C)O4)c1OC	?	-6%[10.9 µM]	?	-0.8%
Cn1cc(S(=O)(=O)N2CCOCC2)cc1C(=O)Nc1ccc(Cl)c(C(F)(F)F)c1	-7%	12%[10.9 µM]	-10%	0.7%
COc1cc(NC(=O)CCn2c(=O)[nH]c3ccsc3c2=O)cc(OC)c1	-2%	-20%	-3%	-0.5%
O=c1c2cc3c(cc2n(Cc2cccc(Cl)c2)c(=O)n1Cc1nc(-c2ccccc2)no1)OCO3	-5%	3%[10.9 µM]	-15%	2.0%
COc1ccc(C2=NOC3(CC(=O)N(c4ccc(C)cc4)C3=O)C2)c(OC)c1 (stereo not drawn)	-5%	-3%	11%	5.4%
Cc1cc(C)cc(NC(=O)Cn2c(C(F)(F)F)nc3ccccc32)c1	-7%	-5%[10.9 µM]	-10%	0.7%
CC1C2C(c3ccccc3)N(C)C(=O)N(C)C2N(C)C(=O)N1C (stereo not drawn)	0%	12%	-1%	0.0%
CCCCOc1ccc(CNC(=O)c2cnc3sc(N4CCCCCC4)nn3c2=O)cc1	-5%	-1%[10.9 µM]	-8%	-2.0%
Cc1cc(NC(=O)CCC(=O)N(CC(=O)NCC2CCCO2)c2ccccc2C)no1 (stereo not drawn)	3%	/	19%	/
CC(=O)SCCC(=O)Nc1ccccc1	4%	-15%	-11%	3.6%
COC(=O)/C(=C/c1cccnc1)NC(=O)c1ccccc1	-13%	/	-7%	/
CC(C)OCCCNC(=O)CNC(=O)c1cccs1	1%	-7%	2%	2.5%
CC(C)CC(N)C(=O)NC(C)C(=O)O (stereo not drawn)	-2%	-2%	7%	/
COC(=O)c1ccccc1NC(=O)CNc1cc(Cl)ccc1N1CCOCC1	8%	-15%	-11%	?
COc1ccc(/C=N\NC(=O)O)cc1	-5%[9.22 µM]	0%[10.9 µM]	20%[9.22 µM]	-1.2%[11.4 µM]
CCOc1ccc(CCNC(=O)c2oc(=O)c3ccccc3c2-c2ccc(C)cc2)cc1OCC	8%	-4%[10.9 µM]	12%	?
COc1ccc(-c2nc3cc(C(C)C)ccc3o2)cc1NC(=O)c1ccccc1[N+](=O)[O-]	-18%	-23%[10.9 µM]	-29%	?
CCOC(=O)Cn1nnnc1CN(Cc1ccccc1)Cc1cc2cc(CC)ccc2[nH]c1=O	-5%	-7%	-16%	?
O=C(NCC1COc2ccccc2O1)c1ccco1 (stereo not drawn)	7%	/	-6%	/
COc1ccc(C(=O)Nc2nc3nc(-c4ccccc4)cc(=O)n3[nH]2)cc1	4%	-3%	7%	1.4%
Clc1ccc(Cc2nnc(-c3cccs3)o2)cc1	-5%	-14%	-7%	7.2%
CCCOc1cccc(C(=O)Nc2cccc(NC(=O)c3ccc(C(C)(C)C)cc3)c2)c1	-26%	-14%[10.9 µM]	-9%	?
COc1ccc(-n2nc(C(=O)N3CCN(c4ccccc4OC)CC3)c3c4ccccc4n(C)c3c2=O)cc1Cl	13%	4%[10.9 µM]	6%	0.7%
CCOC(=O)c1[nH]c(COC(=O)c2ccccc2NC(=O)c2ccco2)c(C(=O)OCC)c1C	-1%	-55%[inhibitor]	-12%	4.3%
CC(CNC(=O)Cn1ccc2cc(S(=O)(=O)N3CCCCCC3)ccc21)c1ccccc1 (stereo not drawn)	3%	-3%[10.9 µM]	?	-0.4%
COc1ccccc1-c1nc(N(C)C)c2ccccc2n1	-19%	-7%	?	-5.4%[11.4 µM]
CCCCCC(=O)Nc1ccc(N2CCN(C(=O)CCC)CC2)cc1	2%	3%	-5%	-3.3%
Cc1ccc2[nH]c(=O)c(CN(Cc3ccccc3Cl)C(=O)N3CCOCC3)cc2c1	0%	0%	-4%	7.0%
Cc1ccc(-n2ncc(C(=O)NCCN3CCc4ccccc4C3)c2C2CCN(C(=O)OC(C)(C)C)CC2)cc1C	-17%	-9%[10.9 µM]	-4%	?
Cc1noc(C)c1CN1C(=O)NC2(CCc3ccccc3C2)C1=O (stereo not drawn)	7%	-8%	-4%	-0.2%
Cc1cccc(CNc2ncncc2-c2cccc(NS(C)(=O)=O)c2)c1	-3%	12%	1%	1.4%[11.4 µM]
O=C(NCc1ccc(N2CCCC2=O)cc1)Nc1ccccc1	-7%	-8%	6%	-1.5%
Cc1noc(NS(=O)(=O)c2ccc(NC(=O)CCCOc3ccc(Cl)cc3Cl)cc2)c1C	12%	/	19%	/
CCN(CC)C(=O)C1CCCN(c2ncnc3onc(C)c23)C1 (stereo not drawn)	-8%	-8%[10.9 µM]	14%	2.3%
CN(C)c1ccc(-c2cc(Nc3ccc(F)cc3)ncn2)cc1	?	-17%	?	1.6%[11.4 µM]
Oc1oc(-c2ccccc2)nc1C=NCc1ccncc1	-6%	/	-13%	/
O=C(Nc1cccc(F)c1)N1CC[C@@]2(CCCN(C(=O)c3ccco3)C2)C1	-12%	/	-5%	2.6%[11.4 µM]
O=C(CSc1nccn1Cc1ccc(F)cc1)Nc1nc2ccccc2s1	4%	1%[10.9 µM]	9%	?

The listing continues.
SMILES	p53ts 32C tox	Imprint erasure	p53ts 39C kill	IkB signaling
O=C(c1ccc(N2CCOCC2)nc1)N1CCCCC1	3%	4%	-1%	-0.1%
CN(CC(=O)NCc1ccc2c(c1)OCO2)S(=O)(=O)c1ccc(Br)s1	-10%	-15%	0%	-0.9%
CC1=C(C(=O)Nc2ccc(Cl)cc2)C(c2cccs2)n2nc(SCc3cccc(C)c3)nc2N1 (stereo not drawn)	-2%	-7%[10.9 µM]	-2%	?
CCOC(=O)c1c(C)[nH]c(C)c1S(=O)(=O)N1CCC(C(=O)Nc2ccc(OC)c(OC)c2)CC1	7%	-6%[10.9 µM]	40%[activator]	-2.9%
CC1CCCC(C)N1C(=O)CN1C(=O)C(C)(C)Oc2ccc(C(=O)NC3CCCC3)cc21 (stereo not drawn)	6%	-8%	9%	-0.8%
CCCn1c(-c2ccc(F)cc2)nc2c(N3CCN(C)CC3)nc(C)nc21	20%	-12%	-4%	/
COc1ccc2[nH]cc(CCNc3nc(-c4ccccc4CN(C)C)nc4ccccc34)c2c1	2%	17%	?	-2.2%[11.4 µM]
c1ccc(-n2ncc3c(N4CCN(c5ccccn5)CC4)nc(N4CCCCC4)nc32)cc1	1%	-3%	13%	-1.2%
CCOC(=O)c1cc(OC(=O)c2ccccc2F)n(-c2ccccc2)n1	-5%	-13%[10.9 µM]	-6%	-1.4%
O=C(O)CCCNC1=NCCC1	-1%	10%	-4%	1.0%
CCn1ncc(C2=NOC(C(=O)NCCc3ccccc3)C2)c1C (stereo not drawn)	0%	/	4%	/
Cc1ccccc1C(=O)Nc1nc(-c2ccc(Br)cc2)ns1	29%	-6%[10.9 µM]	-17%	?
CCOCCc1nn2c(=O)cc(COC(=O)c3ccccc3NC(=O)c3ccc(C)cc3)nc2s1	-4%	-43%[inhibitor][10.9 µM]	?	3.5%
CCc1ccc(C(=O)c2cnc3ccc(C)cc3c2S(=O)(=O)c2ccc(OC)cc2)cc1	21%	-6%[10.9 µM]	-7%	?
CC(=O)N1CCN2C(=O)C1CCCC(=O)c1cc(C(C)C)ccc12 (stereo not drawn)	0%	/	-8%	/
O=C(c1ccc(CSc2nc3ccncc3n2Cc2ccc(F)cc2)cc1)N1CCCCCC1	-6%	-17%[10.9 µM]	-17%	?
Cc1nn(C)c2c1c(C(F)(F)F)cc(=O)n2CC(=O)NCCC(C)C	-1%	-11%[10.9 µM]	-20%	0.8%
Cc1cccc(NC(=O)Cn2nnc(C(=O)Nc3ccc(F)c(Cl)c3)c2N)c1	-1%	-6%[10.9 µM]	8%	6.9%
N#CC1=C(N)Oc2n[nH]c(-c3ccccc3)c2C1c1ccncc1 (stereo not drawn)	-4%	-7%	-16%	5.3%
COc1ccc(NC(=O)C=C(C)C)cc1Cl	?	-94%[inhibitor]	?	0.1%
CCC(=O)N1CCc2cc(Br)cc(S(=O)(=O)NCCN3CCOCC3)c21	6%	-8%	4%	-1.0%
COCCn1c(C)cc(C(=O)CSc2nc(C)cc(C)c2C#N)c1C	3%	-27%	-2%	?
COC(=O)[C@H](N)Cc1ccc(Cl)cc1	14%	/	8%	-2.6%
CCc1ccc(NC(=O)CC2C(=O)N(c3ccc(Cl)cc3)C(=O)N2Cc2cccs2)cc1 (stereo not drawn)	-21%	6%[10.9 µM]	?	-1.3%
Cc1cc(Br)ccc1NC(=O)CCS(=O)(=O)c1cccc2nonc12	-5%	-3%[10.9 µM]	-22%	-2.6%
CC(C)=CC(=O)Nc1nnc(-c2cccnc2)s1	-3%	/	17%	-3.8%
